# From PubChem BioAssay
# AHR act: AHR activators, primary screen, cell-based, luminescence, luciferase reporter, human; Aryl hydrocarbon receptor (Homo sapiens), P35869; AHR-responsive luciferase reporter cells; activation, % at 5 µM; actives 2.5% (n = 320,000); in the data active = activation above about 47%;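 note: 0% = vehicle wells and 100% = reference agonist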
# Target sequence (P35869 whole entry, looked up): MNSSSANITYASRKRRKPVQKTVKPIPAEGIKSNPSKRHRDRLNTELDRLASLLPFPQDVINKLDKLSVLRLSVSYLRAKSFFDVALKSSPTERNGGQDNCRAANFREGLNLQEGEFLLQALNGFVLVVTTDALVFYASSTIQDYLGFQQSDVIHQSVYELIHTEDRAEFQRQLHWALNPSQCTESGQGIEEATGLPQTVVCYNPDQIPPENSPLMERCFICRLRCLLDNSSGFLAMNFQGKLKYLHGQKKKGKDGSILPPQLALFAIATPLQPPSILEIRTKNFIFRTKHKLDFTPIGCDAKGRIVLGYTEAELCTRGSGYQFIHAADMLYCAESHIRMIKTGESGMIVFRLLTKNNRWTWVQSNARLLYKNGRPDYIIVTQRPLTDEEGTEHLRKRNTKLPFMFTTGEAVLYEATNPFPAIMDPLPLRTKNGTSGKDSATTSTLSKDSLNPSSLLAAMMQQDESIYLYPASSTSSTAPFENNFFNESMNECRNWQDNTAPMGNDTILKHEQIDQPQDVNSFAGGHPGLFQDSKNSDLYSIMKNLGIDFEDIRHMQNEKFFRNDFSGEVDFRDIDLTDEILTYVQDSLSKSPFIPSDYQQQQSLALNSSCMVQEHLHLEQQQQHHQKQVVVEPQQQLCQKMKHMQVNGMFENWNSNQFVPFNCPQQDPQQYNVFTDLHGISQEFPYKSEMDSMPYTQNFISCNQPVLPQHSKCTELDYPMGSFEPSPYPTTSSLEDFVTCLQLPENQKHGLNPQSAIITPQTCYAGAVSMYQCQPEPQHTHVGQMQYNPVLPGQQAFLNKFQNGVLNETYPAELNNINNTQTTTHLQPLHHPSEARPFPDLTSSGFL
# AGP1-GFP MLPCN: modulators of AGP1-GFP expression in yeast TOR pathway, primary screen, cell-based, multiplex flow cytometry, S. cerevisiae, MLPCN library. 3 h; GFP as percent of DMSO wells. GFP response vs DMSO, % at 10 µM. actives 0.02% (n = 320,000);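 active = GFP response relative to DMSO above a set limit, near screen average plus 3 SD, cut at about 150% in these data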;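 note: median GFP channel fluorescence of the gated AGP1 strain per well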
# CIT2 TOR yeast: modulators of CIT2-GFP expression in yeast, primary screen, S. cerevisiae, GFP fusion, multiplex flow cytometry, MLPCN library; S. cerevisiae CIT2-GFP strain, 3 h; 100 means same as DMSO wells; GFP response vs DMSO, % at 10 µM; actives 0.065% (n = 320,000); AID 2029, 2009;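 active = GFP response relative to DMSO above a set limit, near the screen mean plus 3 SD, cut at about 150% in these data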;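 note: ratio of well median GFP fluorescence to mean of DMSO wells on the plate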
# RPL19A-GFP yeast: RPL19A-GFP expression modulators in yeast, primary screen, cell-based, S. cerevisiae, multiplex flow cytometry, MLPCN. S. cerevisiae RPL19A-GFP strain, 3 h; stronger effect = lower value. actives 0.3% (n = 330,000). percent response vs DMSO, % at 10 µM;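 active = percent response vs DMSO below 50%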;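 note: median channel GFP fluorescence of the barcoded RPL19A-GFP strain; ratio of sample median GFP to plate DMSO average so 100% = DMSO; lower means less RPL19A-GFP as with rapamycin TOR inhibition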
# proCasp7 act: procaspase-7 activators, primary screen, counter-screen for procaspase-3 activator project, biochemical, absorbance, HTS, human; Caspase-7 (Homo sapiens), P55210; recombinant procaspase-7, Ac-DEVD-pNA absorbance 405 nm; D23A/D198A/D206A triple mutant, cannot self-cleave; scale: DMSO 0, 5 µM enzyme 100; activation, % at 8.5 µM; actives 0.093% (n = 330,000);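 active = percent activation above the screen-wide mean plus 3 SD, cut at about 25% in these data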
# Target sequence (P55210 whole entry D23A/D198A/D206A): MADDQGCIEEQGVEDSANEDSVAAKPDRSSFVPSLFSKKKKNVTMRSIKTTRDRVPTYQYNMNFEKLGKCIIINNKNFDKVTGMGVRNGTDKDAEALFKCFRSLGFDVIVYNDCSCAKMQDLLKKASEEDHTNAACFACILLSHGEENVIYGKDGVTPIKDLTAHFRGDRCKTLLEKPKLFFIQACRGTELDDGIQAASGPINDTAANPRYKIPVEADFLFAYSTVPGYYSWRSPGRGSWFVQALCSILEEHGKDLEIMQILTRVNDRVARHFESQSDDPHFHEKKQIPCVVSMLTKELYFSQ
#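 System: Uncleavable procaspase-7 mutant enzyme; Amount: 2 µM procaspase-7 mutant as dispensed; Schedule: 1 h compound preincubation, 2 h substrate cleavage, 25 °C; Measured by: 405 nm absorbance of p-nitroaniline; Evaluation: percent activation from buffer-corrected 0–120 min absorbance change; Control set: low DMSO alone, high DMSO plus 5 µM PC-7.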
# LAP4-GFP MLPCN: modulators of LAP4-GFP expression in yeast, primary screen, S. cerevisiae, multiplex flow cytometry, MLPCN library. AID 2023, 2009. GFP response vs DMSO, % at 10 µM. 3 h; median GFP as percent of DMSO wells. actives 0.34% (n = 320,000);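 active = GFP response vs DMSO above a set limit, about the screen mean plus 3 SD, cut at about 150% in these data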
# MEP2-GFP yeast: modulators of MEP2-GFP levels in yeast, primary screen, S. cerevisiae, multiplex flow cytometry, MLPCN library; S. cerevisiae MEP2-GFP strain, 3 h; 100% = DMSO control level; GFP response vs DMSO, % at 10 µM; actives 0.51% (n = 330,000); AID 2016, 2009;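 active = GFP response versus DMSO above a set limit, roughly screen mean plus 3 SD, cut at about 180% in these data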;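 note: median GFP fluorescence of the barcode-gated MEP2-GFP cells per well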
# procasp3 activ: activators of human procaspase-3 D3A mutant, primary screen, biochemical, absorbance, PC-3 D3A mutant, single concentration. Caspase-3 (Homo sapiens), P42574. recombinant procaspase-3 D3A, Ac-DEVD-pNA absorbance 405 nm. activation, % at 8.5 µM. actives 0.11% (n = 330,000). AID 463141, 2010;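 active = activation above the mean of all tested compounds plus 3 SD, cut at about 21% in these data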;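 note: 0% = DMSO alone and 100% = DMSO wells spiked with extra 5 µM PC-3 D3A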
#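 Technique: 405 nm absorbance of p-nitroaniline, reads at 0 and 120 min; Test system: Procaspase-3 D3A mutant; Incubation: 1 h enzyme-compound preincubation, then 2 h substrate reaction, 25 °C; Repeats: singlicate, each compound tested once; Benchmarks: low control DMSO wells, high control DMSO plus 5 µM PC-3 D3A.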
# Starred values were filed as active, the others as inactive; . = no result given; [ ] = remark or other dose. Rows were taken by chance; 3.5% or so of the library scored in one or more.
SMILES,AHR act,AGP1-GFP MLPCN,CIT2 TOR yeast,RPL19A-GFP yeast,proCasp7 act,LAP4-GFP MLPCN,MEP2-GFP yeast,procasp3 activ
O=C(O)c1ccc(Cl)cc1NC(=O)C1CCCO1 (configuration not stated),1,98,91,94,12,98,96,3
CCS(=O)(=O)c1nc(S(=O)(=O)c2ccc(C)cc2)c(N2CCN(CCO)CC2)s1,3,100,100,101,8,97,104,-6
CCCC(CCC)C(=O)Nc1ccc2c(c1)N(C(=O)CN1CCN(C)CC1)c1ccccc1CC2,0,102,109,101,-10,90,97,-3
CCc1nc(SCC(=O)Nc2cc(C)on2)n[nH]1,4,121,110,108,-2,105,108,4
CCN1CCN(S(=O)(=O)c2ccc(Cl)c(C(=O)N(C)Cc3cccc(OC)c3)c2)CC1,1,101,95,92,-4,95,95,11
Cc1ccc(S(=O)(=O)N(C)C)cc1NC(=O)COC(=O)C1=COCCO1,0,100,93,97,4,98,100,7
CC1(C)CC(N2CCC(=O)N(C3CC(C)(C)NC(C)(C)C3)C2)CC(C)(C)N1,1,101,108,99,1,100,107,7
N/C(=N\OC(=O)COc1ccc(Br)cc1)c1cccc([N+](=O)[O-])c1,-2,101,95,99,5,107,99,1
COc1cc(OC)c(OC)cc1CN(C)CCc1ccccn1,-1,104,106,92,-7,103,101,5
CCOc1ccc(/C=C/C(=O)c2ccccc2)cc1,3,82,80,104,-10,124,102,-2
O=C(CNC(=O)c1ccco1)OCc1ccccc1Cl,0,97,99,105,4,100,102,1
CCCc1cc(=O)oc2cc(OCC(=O)Nc3cc(C)on3)ccc12,3,105,109,101,7,105,111,14
c1ccc(C(c2ccccc2)N2CCN(c3nc4ccccc4n4cnnc34)CC2)cc1,0,104,101,98,0,91,100,8
COc1ccc(NC(=O)Nc2ccc3c(c2)C(=O)N([C@H](C)CO)C[C@H](C)[C@@H](CN(C)S(=O)(=O)c2ccccc2)O3)cc1,-2,98,104,95,-2,91,90,9
O=[N+]([O-])c1ccc(O)c(Nc2c([N+](=O)[O-])ccc3nonc23)c1,3,92,103,106,0,98,103,6
CC(=O)c1ccc(NC(=S)NC(C)CCc2ccccc2)cc1 (configuration not stated),-2,128,97,111,3,105,110,2
CCOC(=O)c1[nH]c2cc3c(cc2c1NC(=O)CN1CCC(C)CC1)OCO3,45,104,107,101,-14,100,105,4
N#Cc1c2n(c(=S)n(-c3ccccc3[N+](=O)[O-])c1=O)CCCCC2,1,94,89,90,-1,97,107,8
COCCOC(=O)C1=C(C)NC(=O)NC1c1cc2c(cc1Br)OCO2 (configuration not stated),4,98,93,101,-1,95,95,0
COc1ccc(C(=O)COC(=O)CCN2C(=O)C3C4CC(C(Br)C4Br)C3C2=O)cc1 (configuration not stated),-2,102,.,101,4,91,97,-5

# Copied from above, 2 compounds:
SMILES,AHR act,AGP1-GFP MLPCN,CIT2 TOR yeast,RPL19A-GFP yeast,proCasp7 act,LAP4-GFP MLPCN,MEP2-GFP yeast,procasp3 activ
COCCOC(=O)C1=C(C)NC(=O)NC1c1cc2c(cc1Br)OCO2 (configuration not stated),4,98,93,101,-1,95,95,0
COc1ccc(C(=O)COC(=O)CCN2C(=O)C3C4CC(C(Br)C4Br)C3C2=O)cc1 (configuration not stated),-2,102,.,101,4,91,97,-5

# (next part)
SMILES,AHR act,AGP1-GFP MLPCN,CIT2 TOR yeast,RPL19A-GFP yeast,proCasp7 act,LAP4-GFP MLPCN,MEP2-GFP yeast,procasp3 activ
O=C(COc1ccc(S(=O)(=O)N2CCOCC2)cc1Cl)NC1CCCCC1,2,94,.,106,12,81,96,8
CCc1ccc(N2CC(C(=O)Nc3ccccc3F)CC2=O)cc1 (configuration not stated),2,100,102,100,1,103,103,2
COC(CNC(=O)C1CCN(C(=O)c2cc3oc(C)cc3n2Cc2c(F)cccc2Cl)CC1)OC,-2,101,100,101,-5,101,107,-5
O=C(NNC(=O)C1CCN(S(=O)(=O)c2ccccc2C(F)(F)F)CC1)c1ccccc1O,4,95,89,89,7,95,96,4
Cc1ccc(C(=O)N2CCN(c3ccc(C(F)(F)F)cn3)CC2)cc1,-1,.,91,100,11,111,101,8
Cc1ccc(CN2CCN(C(=O)CCc3ccccc3)CC2)cc1,1,118,119,112,-1,100,115,3
CC(=O)Nc1cccc(NC(=O)c2ccc3[nH]c(C)c(C)c3c2)c1,2,94,96,91,-2,91,101,6
O=C(CCCN1C(=O)c2cccnc2C1=O)N1CC(=O)N(CCc2ccccc2)C(=O)C1,15,101,90,95,0,98,105,9
O=C(/C=C/c1ccc(F)cc1)NC(=S)NNC(=O)c1cccnc1,6,92,97,93,-9,89,100,-11
Cc1ccc(S(=O)(=O)CC(=O)Nc2cccc(C)n2)cc1,-2,100,108,104,5,101,107,23*
CCc1ccc(-c2ccc3nnc(SCC(N)=O)n3n2)cc1,33,106,101,98,-2,101,95,7
CCOC(=O)c1oc2ccc(S(=O)(=O)n3nc(-c4ccc(Cl)cc4)cc3N)cc2c1C,5,103,96,105,5,103,102,-5
Cc1cc(NC(=O)CCCn2cnc([N+](=O)[O-])n2)no1,0,107,94,101,-2,108,103,12
FC(F)(F)c1cnc(Oc2ccccc2-c2nnco2)c(Cl)c1,11,99,102,103,5,102,108,-1
O=C(NCCCc1ccccc1)C1CC(=O)N(c2ccc3c(c2)OCCO3)C1 (configuration not stated),4,108,85,109,-3,98,106,-3
COC(=O)c1c(C)c(OC(=O)c2c(C)cc(O)c(C=O)c2O)cc(C)c1O,4,98,94,96,-2,97,107,0
O=C(NCCCl)Nc1ccccc1NS(=O)(=O)c1cccs1,-1,105,112,104,6,103,108,0
O=C(c1cc([N+](=O)[O-])cc([N+](=O)[O-])c1)N(Cc1nnc(-c2ccccc2Cl)o1)C1CC1,5,90,100,95,5,94,104,1
CC(Sc1nnc(N)s1)C(=O)Nc1nccs1 (configuration not stated),-2,100,101,109,-4,98,103,0
Cc1ccc(OCCN2C(=O)OC(C)(C)C2(C)O)cc1 (configuration not stated),-1,102,108,102,1,96,97,-2

# Among those listed so far, these have a CF3 group:
SMILES,AHR act,AGP1-GFP MLPCN,CIT2 TOR yeast,RPL19A-GFP yeast,proCasp7 act,LAP4-GFP MLPCN,MEP2-GFP yeast,procasp3 activ
O=C(NNC(=O)C1CCN(S(=O)(=O)c2ccccc2C(F)(F)F)CC1)c1ccccc1O,4,95,89,89,7,95,96,4
Cc1ccc(C(=O)N2CCN(c3ccc(C(F)(F)F)cn3)CC2)cc1,-1,.,91,100,11,111,101,8
FC(F)(F)c1cnc(Oc2ccccc2-c2nnco2)c(Cl)c1,11,99,102,103,5,102,108,-1

# Further compounds
SMILES,AHR act,AGP1-GFP MLPCN,CIT2 TOR yeast,RPL19A-GFP yeast,proCasp7 act,LAP4-GFP MLPCN,MEP2-GFP yeast,procasp3 activ
O=C(c1ccco1)N1CCN(C(=O)c2ccc(CS(=O)c3ccc(F)cc3)o2)CC1 (configuration not stated),1,89,87,93,5,86,92,-2
Cc1onc(-c2ccccc2)c1C(=O)OCC(=O)NC(=O)c1ccccc1,-1,99,96,98,9,124,101,13
CCOc1cc(/C=N/NC(=O)c2nn(C)cc2Br)ccc1OCc1ccccc1,9,100,105,99,-11,96,105,-2
CCCn1c(C)nc2c(c1=O)c1nc3ccccc3nc1n2CCC1=CCCCC1,-14,99,96,100,2,105,105,-8
Cc1ccsc1C(=O)OCC(=O)N1C(C)CCCC1C (configuration not stated),2,102,96,99,13,97,104,7
CC1(C)CN(O)CCN1O,3,95,94,107,-1,89,97,-8
O=C(N/N=C\C=C\c1ccc2c(c1)OCO2)c1cccnc1,68*,95,105,106,-1,92,104,-7
CSCCC(NS(=O)(=O)c1ccccc1F)C(=O)NCc1ccncc1 (configuration not stated),-2,111,108,98,4,103,101,8
Cc1cc(C)cc(COc2ccc3c(C)c(CC(=O)O)c(=O)oc3c2C)c1,1,99,99,103,-10,91,102,9
COc1ccc(-c2nn(-c3ccccc3)cc2C2CC(c3cccs3)=NN2C(=O)CCC(=O)O)cc1 (configuration not stated),1,104,93,95,-9,94,91,3
C(=C\c1ccccc1)/CSc1nnc(-c2cccnc2)o1,-1,90,81,92,-10,128,101,-10
Cc1ccc(SCc2ccc(C(=O)N3CCCCC3)cc2)cc1,2,100,86,102,4,107,115,0
CC1(C)CC(=O)c2sc(NC(=O)c3ccc4ncsc4c3)nc2C1,3,85,80,95,-5,110,97,-8
COc1cccc(C2NC(=O)NC(C)=C2C(=O)Nc2ccc(C)cc2)c1 (configuration not stated),0,101,101,100,10,99,100,5
COC(=O)[C@@]1(Cc2ccccc2)[C@@H]2C(=CC(=O)[C@H]2CC(=O)C(=O)N(C)C)CN1C(=O)c1ccccc1,-1,103,94,96,-1,92,101,6
FC(F)(F)c1cccc(-n2cc(-c3ccccc3)[nH]c2=S)c1,61*,103,109,105,-9,104,113,-4
COc1ccc(-c2[nH]ncc2C=O)cc1,1,100,101,99,1,95,99,4
Cc1nnc(SCC(=O)Nc2nccs2)n1C(C)C,-1,105,104,103,1,101,100,-4
CCc1nnc(NC(=O)CSc2ccc(-c3ccc(-n4cccn4)cc3)nn2)s1,4,100,91,97,-13,101,96,-8
O=C1c2ccccc2C(=O)c2cc(NC(=O)C3CC3)ccc21,168*,106,99,102,4,95,102,5
Cc1ccnc(N2CCCC(C(=O)Nc3nnc(C)s3)C2)n1 (configuration not stated),0,101,101,101,11,87,89,8
Cc1cc(NC(=O)c2ccno2)no1,0,113[may fluoresce green],156*[may fluoresce green],92[may fluoresce green],1,107[may fluoresce green],112[may fluoresce green],-3
CCOc1ccc(NC(=O)NCCN2CCN(c3ccccc3F)CC2)cc1,1,102,105,107,3,101,122,5
CCCCN1C(=N)N([C@@H](CCC)CN2CCC[C@H]2CN2C(N)=NC[C@H]2C(C)C)C[C@H]1[C@H](C)CC,1,106,111,100,-3,106,106,4
CCOC(=O)C1=C(C)N(CCCC(=O)O)C(=O)NC1c1cccs1 (configuration not stated),-1,90,118,99,4,137,97,8
O=C(c1ccc(S(=O)(=O)NCc2ccco2)cc1)N1CCCC(C(F)(F)F)C1 (configuration not stated),2,112,94,103,-5,112,101,0
COc1ccc(Cl)cc1C(=O)Nc1cccnc1Cl,27,91,97,98,3,102,106,5
CCCC(=O)Nc1ccccc1-c1nnn(CC(=O)Nc2ccc(OCC)cc2)n1,-1,106,95,94,3,100,97,4
CCOc1ccc2nc(N3CCC(C(=O)N4CCN(c5ccccn5)CC4)CC3)sc2c1,7,93,92,97,0,110,118,0
COc1ccc(-c2oc(NC(=O)c3ccc(C)cc3)c(C#N)c2-c2ccc(OC)cc2)cc1,0,105,104,101,15,103,105,3
COc1cc(CNCC(O)c2ccccc2)ccc1OCc1ccc(Cl)nc1 (configuration not stated),-1,104,110,101,2,99,100,-7
Cc1ccc(OC(C)C(=O)Nc2ccccc2C(=O)N2CCN(C)CC2)cc1 (configuration not stated),0,97,111,107,3,75,103,1
O=C(COC(=O)c1ccc2ccccc2n1)Nc1ccccc1Br,12,106,117,101,3,107,104,-1
O=C(CSc1ccc2c(c1)OCCO2)Nc1ccc2c(c1)OCO2,2,94,93,97,-2,105,101,-12
